Compound activity (PubChem BioAssay)
GalR3 antagonist: blocks the human galanin receptor 3. inhibition, % at 3 µM. O60755. HEK293 GalR3-CNG cAMP membrane potential fluorescence; galR3 body fused to GalR1 C-terminus. hit rate 0.44% among 360,000;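 active = inhibition above the screen-wide average plus 3 SD, cut at about 13% in these data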;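 also: forskolin and galanin both at EC90 stimulate the cells; cAMP rise reported by CNG channel membrane potential dye signal; 0% = forskolin plus galanin with DMSO and 100% = forskolin alone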
Target sequence (O60755 1-299 limits assumed): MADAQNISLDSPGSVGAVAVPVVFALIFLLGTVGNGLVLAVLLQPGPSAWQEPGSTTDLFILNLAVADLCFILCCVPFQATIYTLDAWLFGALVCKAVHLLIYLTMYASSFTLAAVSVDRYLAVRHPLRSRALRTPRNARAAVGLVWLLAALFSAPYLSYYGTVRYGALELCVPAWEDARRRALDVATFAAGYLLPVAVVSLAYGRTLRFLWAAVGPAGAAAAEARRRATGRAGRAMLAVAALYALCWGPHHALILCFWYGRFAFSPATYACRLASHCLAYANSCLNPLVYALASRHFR
CRFBP-R2 block: blocks CRF-induced signaling of the CRF-BP/CRF-R2 complex. inhibition, % at 11.8 µM. AID 588475. hit rate 0.59% among 350,000. HEK293 CRF-R2/CRF-BP, CRF-induced calcium fluorescence;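 active = inhibition of the ligand-induced calcium signal above about 50% at the single tested concentration, limit read from the data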
The depositor's hits bear a star.

SMILES	GalR3 antagonist	CRFBP-R2 block
O=[N+]([O-])c1ccc(CN2CC(N3CCC(Cc4ccccc4)CC3)CS2(=O)=O)cc1 (configuration not stated)	-8.8	11.8
O=P(C(=S)Nc1ccccc1Cl)(c1ccccc1)c1ccccc1	-3.0	-12.7
O=C(NCc1ccccc1OC(F)(F)F)C1CCC(=O)N(CCCN2CCOCC2)C1 (configuration not stated)	1.0	7.2
C#CC1(NC(=S)Nc2cccc(OC)c2)CCCCC1	-0.4	3.6
CCN(CC)C(=O)C1=C(C)N(Cc2ccc(C(C)(C)C)cc2)C(=O)C(CC(=O)NCc2cccs2)C1 (configuration not stated)	-5.1	-8.6
Cc1ccc(N(CC(=O)N2CCCCCC2)S(C)(=O)=O)cc1	-8.8	-5.6
C[C@@H]1CN([C@H](C)CO)C(=O)CCCn2nncc2CO[C@H]1CN(C)Cc1ccc(C(=O)O)cc1	-5.8	-3.5
CCOCCCNC(=O)Cn1cc2c(n1)-c1c(oc(C(=O)N3CCCC3)c1C)CC2	-2.3	-2.2
O=C(O)c1ccc2c(c1)S(=O)(=O)c1cc(N3CCN(c4cnccn4)CC3)ccc1C2=O	-4.1	-12.1
Cc1ccc2c(c1)CCO[C@]21O[C@H](CCO)C[C@H](O)[C@H]1O	-4.8	-13.0
CC(C)(C)Cc1c(-c2ccc(Br)cc2)nc2ccc(Br)cn12	-4.6	-17.8
Cc1cn([C@H]2C[C@H](O)[C@@H](CNCc3ccc(-c4cc(Cl)ccc4C(F)(F)F)o3)O2)c(=O)[nH]c1=O	-3.6	-12.6
CC(C)(C)OC(=O)N1CCN(C(=O)c2[nH]cnc2C(=O)Nc2ccccc2F)CC1	-6.3	0.5
CC(C)NC(=O)Nc1ccc2c(c1)C(=O)N([C@H](C)CO)C[C@H](C)[C@@H](CN(C)Cc1ccc3c(c1)OCO3)OCCCC[C@@H](C)O2	-6.2	7.0
COC(=O)C[C@H]1C[C@H]2c3cc(NC(=O)C4CCC4)ccc3O[C@H]2[C@H](CO)O1	-3.3	14.2
O=C(NCc1nnnn1-c1ccc(Cl)cc1)C(=O)c1c[nH]c2ccccc12	-6.0	-21.1
O=C(NCc1ccccc1CN1CCCC1)C1CCN(C(=O)c2ccc(Cl)cc2)CC1	1.4	-7.8
C[C@@H]1CN([C@H](C)CO)S(=O)(=O)c2ccc(-c3ccc(C(=O)N(C)C)cc3)cc2O[C@H]1CN(C)C(=O)Cc1ccccn1	-4.7	8.1
O=Cc1c[nH]c2ccc(S(=O)(=O)N3CCCCC3)cc12	-8.0	6.4
CC1C(=O)N(Cc2cn(CC3CCCCC3)nn2)CCS(=O)(=O)N1Cc1ccc(-c2ccc(Cl)c(Cl)c2)cc1 (configuration not stated)	-6.4	-0.8
CC(=NNS(=O)(=O)c1ccc(C)cc1)c1ccccc1	-3.7	7.7
Cc1cn([C@H]2C[C@H](O)[C@@H](CNCc3cc(Br)ccc3OCc3ccccc3)O2)c(=O)[nH]c1=O	-6.8	-23.3
Cc1cccc(CNC(=O)C2CCC(=O)N(CC3CCCCC3)C2)c1 (configuration not stated)	-5.6	2.2
C[C@@H]1CN([C@H](C)CO)C(=O)c2cc(Br)cnc2O[C@@H]1CN(C)C(=O)Cc1ccccc1	-4.4	15.7
C[C@H](CO)N1C[C@H](C)[C@@H](CN(C)S(=O)(=O)c2ccccc2C#N)OCc2cnnn2CCCC1=O	-5.4	-15.2
C[C@H](CO)N1C[C@H](C)[C@@H](CN(C)C)OCc2cnnn2CCCC1=O	-6.9	-3.3
CC(C)NC(=O)N(C)C[C@@H]1OCc2cn(nn2)CCCC(=O)N([C@H](C)CO)C[C@H]1C	-3.2	-5.4
COC(=O)c1ccc2cn[nH]c2c1	-7.1	-7.7
COc1ccccc1N1CCN(C(=O)CCCCCn2c(=S)[nH]c3cc4c(cc3c2=O)OCO4)CC1	-5.6	8.1
O=C(c1cccs1)N1C[C@H](n2cc(-c3ccc(F)cc3)nn2)[C@@H](O)C[C@@H]1c1ccc(Cl)cc1	-1.6	-13.0
C[C@H](CO)N1C[C@H](C)[C@@H](CN(C)S(=O)(=O)c2cccc(F)c2)Oc2ncc(Br)cc2C1=O	-6.5	-16.6
CC1=C(C(=O)N(C(C)C)C(C)C)CC(CC(=O)NCCN2CCOCC2)C(=O)N1Cc1ccccc1 (configuration not stated)	1.1	-10.2
O=C1CSC(=S)N1Cc1ccccc1	1.5	0.4
COc1ccc(NC(=O)CCNC(=O)N2CC(=O)Nc3ccccc32)cc1OC	-0.2	-7.9
c1coc(-c2nc(N=C3N=c4ccccc4=N3)[nH]c2-c2ccco2)c1	-3.7	-14.7
Cc1ccc(-c2ccc(CN3C(C)C(=O)N(Cc4cn(CCC5OCCO5)nn4)CCS3(=O)=O)cc2)cc1 (configuration not stated)	-2.6	-9.4

Gathered by group, those above with a COOH group
SMILES	GalR3 antagonist	CRFBP-R2 block
C[C@@H]1CN([C@H](C)CO)C(=O)CCCn2nncc2CO[C@H]1CN(C)Cc1ccc(C(=O)O)cc1	-5.8	-3.5
O=C(O)c1ccc2c(c1)S(=O)(=O)c1cc(N3CCN(c4cnccn4)CC3)ccc1C2=O	-4.1	-12.1

Continuation:
SMILES	GalR3 antagonist	CRFBP-R2 block
C[C@H]1CN([C@@H](C)CO)C(=O)CCCn2nncc2CO[C@H]1CN(C)S(=O)(=O)c1ccc(Cl)cc1	-7.5	-18.1
O=C1NCCN(CC2CCN(CCc3ccccc3)CC2)C1=O	-6.4	-21.8
Cc1ccc(S(=O)(=O)NCC2CCC(C(=O)NCCCN3CCC(C)CC3)CC2)cc1 (configuration not stated)	-5.2	-2.5
Cc1nnc(SCC(=O)Nc2cccc(S(=O)(=O)N3CCCC3)c2)n1C1CC1	-3.1	2.4
C[C@@H]1CN([C@H](C)CO)C(=O)c2cc(C#C[C@@H](C)O)cnc2O[C@H]1CN(C)C(=O)c1ccc(F)cc1	-4.0	-11.1
C[C@@H]1CN([C@H](C)CO)C(=O)c2cc(Br)cnc2O[C@H]1CN(C)C	-3.5	-6.3
C[C@H](CO)N1C[C@H](C)[C@@H](CN(C)C(=O)Nc2ccccc2)Oc2ncc(C#CC3CCCCC3)cc2C1=O	-7.7	-4.1
CC1=C(C(=O)OCc2ccccc2)C(c2ccc(C)cc2)NC(=O)N1 (configuration not stated)	-4.2	-5.5
Cc1ccc(NC(=O)CSc2nnc3ccccn23)c(Cl)c1	-8.1	10.4
CC(C)=C(NC(=O)c1ccccc1Cl)C(=O)NCCc1nc2ccccc2[nH]1	-0.5	-3.1
CC1CCCC(C)N1C(=O)COC(=O)CNS(=O)(=O)c1ccc2ccccc2c1 (configuration not stated)	-8.1	4.2
CN(C)C(=S)Oc1ccccc1C1SCCS1	-5.3	3.5
O=[N+]([O-])c1ccc(/C=N\N2CCN(Cc3ccccc3Cl)CC2)cc1	-8.6	2.3
CCc1cc(CNC(=O)C2CCC(=O)N(Cc3ccccc3F)C2)on1 (configuration not stated)	-6.4	13.7
O=C(C1CCCCC1)N1CCC2CC1c1cc(N3CCCCC3)ccc12 (configuration not stated)	-2.0	0.0
O=C(c1cc(C2CC2)nn1-c1ccccc1)N1CCN(Cc2ccccc2)CC1	-5.3	2.4
COc1ccc([C@H]2C[C@@H](O)[C@H](n3cc(-c4ccc(F)cc4)nn3)CN2CC2CCCCC2)cc1	-4.9	-0.4
CCN(CC)C(=O)C1=C(C)N(Cc2ccccc2)C(=O)C(CC(=O)NCCN2CCOCC2)C1 (configuration not stated)	-7.1	2.2
CCCCCCN1C[C@H](n2cc(-c3ccc(F)cc3)nn2)[C@@H](O)C[C@@H]1c1ccc(C)cc1	2.8	-26.0
O=C(c1ccc(N2CCCC2=O)cc1)N1CCN(c2ccc(C(F)(F)F)cc2[N+](=O)[O-])CC1	-4.8	9.4
COc1cc2ccc(C(=O)O)cc2cc1OC	-7.1	7.9
COc1ccccc1CNC(=O)COC(=O)CCN1C(=O)C2CC=CCC2C1=O (configuration not stated)	-8.4	-6.2
COc1ccc(S(=O)(=O)N2CCOCC2)cc1NC(=O)CCCSc1ccccc1	-5.8	2.6
CCOc1ccc(NC(=O)CN(C)C(=O)Cc2ccc3c(c2)OCCO3)cc1OCC	-6.4	-3.8
COC(=O)C[C@H]1C[C@H]2c3cc(NS(=O)(=O)c4cccc(OC)c4)ccc3O[C@H]2[C@@H](CO)O1	3.5	1.0
O=C(NNC(=O)c1ccccc1-n1cccc1)c1cccnc1	-3.6	-20.2
Nc1ccn([C@@H]2O[C@H](CNCc3ccc(N4CCNCC4)cc3)[C@@H](O)[C@H]2O)c(=O)n1	-5.2	4.1
COc1ccc(C(=O)Nc2ccc3c(c2)OCCO3)c(OC)c1	-2.0	-1.1
C[C@@H]1CN([C@@H](C)CO)C(=O)c2cc(Br)cnc2O[C@H]1CN(C)S(=O)(=O)c1cccs1	-3.8	15.3
COc1ccc(OC)c(C(=O)NC2CCCc3c2cnn3-c2cc(C)cc(C)c2)c1 (configuration not stated)	-8.7	16.0
O=C(NCC(c1ccco1)N1CCCC1)c1cccc(S(=O)(=O)N2CCCCC2)c1 (configuration not stated)	-7.4	4.6
C[C@H](NC(=O)c1[nH]cnc1C(=O)Nc1ccccc1F)c1ccccc1	0.1	-2.3
COCOCCn1cc(CN2CCS(=O)(=O)N(Cc3ccc(-c4ccc(OC)c(OC)c4)cc3)C(CC(C)C)C2=O)nn1 (configuration not stated)	0.8	28.1
C/C=C/c1cnc2c(c1)C(=O)N([C@@H](C)CO)C[C@H](C)[C@@H](CN(C)S(=O)(=O)c1ccc(C)cc1)O2	-4.9	1.3
O=C(C[C@H]1C(=O)N(c2ccccc2)C[C@@H]1Cc1ccccc1)Nc1ccccc1	-6.8	-3.9
CCCCN1C(=O)C(CC(=O)NCc2cccs2)CC(C(=O)N2CCOCC2)=C1C (configuration not stated)	-4.3	26.2
Cc1ccc(C(=O)NCC(=O)N2CCN(c3ccccc3O)CC2)s1	-7.1	-8.1
CCN(CC)C(=O)C1=C(C)N(Cc2ccc(F)cc2)C(=O)C(CC(=O)NCCCCc2ccccc2)C1 (configuration not stated)	-2.1	-8.3
COc1ccc(CN2CCC[C@]3(N[C@H](c4ccc(OC)cc4)[C@@H]4C(=O)N(C)C(=O)[C@@H]43)C2=O)cc1	1.1	10.8
O=C1CN(C(=O)CN2CCN(S(=O)(=O)c3ccccc3F)CC2)c2ccccc2N1	-2.4	-5.2
COc1ccc(C2NC(=O)NC(C)=C2C(=O)OC2CCCCC2)cc1 (configuration not stated)	-0.3	8.6
C[C@H](CO)N1C[C@H](C)[C@@H](CN(C)S(=O)(=O)c2cccs2)OCc2cn(nn2)CCCC1=O	-0.5	1.5
CC(C)N1CCN(c2ccncc2S(=O)(=O)N2CCCCC2)CC1	0.3	-4.2
C=C(C)CN1C(=O)C(C)SC1=NN=C1SCC(=O)N1C (configuration not stated)	-6.5	8.9
COC(=O)c1cccc(NC(=O)/C(=C\c2ccco2)NC(=O)c2ccco2)c1	-7.3	1.9
C[C@@H]1CN([C@@H](C)CO)C(=O)CCCn2nncc2CO[C@H]1CN(C)S(=O)(=O)c1ccccc1F	-5.4	14.6
FC(F)c1nc2nc(Cl)c(Cl)nc2[nH]1	-5.5	-3.3
CC(C)CC1C(=O)N(Cc2cn(CCC3OCCCO3)nn2)CCS(=O)(=O)N1Cc1ccc(-c2ccncc2)cc1 (configuration not stated)	-3.5	-12.8

Seven successive compounds out of the list so far:
SMILES	GalR3 antagonist	CRFBP-R2 block
Cc1ccc(C(=O)NCC(=O)N2CCN(c3ccccc3O)CC2)s1	-7.1	-8.1
CCN(CC)C(=O)C1=C(C)N(Cc2ccc(F)cc2)C(=O)C(CC(=O)NCCCCc2ccccc2)C1 (configuration not stated)	-2.1	-8.3
COc1ccc(CN2CCC[C@]3(N[C@H](c4ccc(OC)cc4)[C@@H]4C(=O)N(C)C(=O)[C@@H]43)C2=O)cc1	1.1	10.8
O=C1CN(C(=O)CN2CCN(S(=O)(=O)c3ccccc3F)CC2)c2ccccc2N1	-2.4	-5.2
COc1ccc(C2NC(=O)NC(C)=C2C(=O)OC2CCCCC2)cc1 (configuration not stated)	-0.3	8.6
C[C@H](CO)N1C[C@H](C)[C@@H](CN(C)S(=O)(=O)c2cccs2)OCc2cn(nn2)CCCC1=O	-0.5	1.5
CC(C)N1CCN(c2ccncc2S(=O)(=O)N2CCCCC2)CC1	0.3	-4.2

Not all compounds are listed, so the mix of outcomes need not match the whole.
